ELG1 repair inh: ELG1-dependent DNA repair inhibition; 330,000 tested, 2.3% active; HEK293T ELG1-luciferase reporter, luminescence, 16 h; DNA damage induced by 5-fluorouridine; Potency, µM (doses to about 46.1 µM), for inactives: top-dose activity change, negative = inhibition, actives largely listed as inhibitors; note: potency is the fitted concentration of half-maximal effect; % is set by controls: 0 for no effect and ±100 for the full control effect; nearly all actives have a fitted effect of over 55% in size
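Quantitative HTS, concentration-response format. 2,000 cells/well co-treated with 5-fluorouridine and compound, 16 hr in 5% CO2 at 37 °C; ONE-Glo luminescence read after 30 min.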
Tb PFK inh: T. brucei PFK enzyme inhibition; O15648; T. brucei PFK, ADP-Glo luminescence; Potency, µM (top dose mostly 57.5 µM), without a hit: top-dose activity, negative = inhibition, hits mostly inhibitors; 330,000 tested, 0.17% active; AID 485367;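 note: potency is the fitted concentration of half-maximal effect; 0% = uninhibited 1x PFK enzyme wells and -100% = no-enzyme wells; nearly all actives have a fitted effect of over 60% in size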
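Activity is normalized to no-enzyme wells (full inhibition) and 1.25 nM enzyme wells (no inhibition). Reaction: 0.5 mM F6P, 0.1 mM ATP, 45 min RT, ADP-Glo luminescence; concentration-response curves fitted and classed by quality.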
Mito fusion act: inhibitors of mitochondrial division or activators of mitochondrial fusion | Potency, µM (doses to about 46.1 µM), for the others: at the highest dose growth rescue (activation), most hits filed as activators | AID 485298 | S. cerevisiae fusion-defective mutant growth rescue, CellTiterGlo 48 h | 320,000 tested, 0.23% active;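 note: potency is the fitted concentration of half-maximal effect; % of control where 0% means no effect; nearly all actives have a fitted effect of over 45% in size; temperature-sensitive fusion mutants such as fzo1-1 at 37 °C on non-fermentable ethanol glycerol medium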
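Yeast fusion mutant, YPEG (non-fermentable carbon), compound, 48 h at 37C non-permissive; CellTiterGlo added, 10 min RT, luminescence read. Rescued growth = division inhibition.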
PTAP TSG101 blk: blocks PTAP/TSG101 interaction to inhibit HIV-1 budding; Q99816; Fluorescence polarization, FITC-PTAP peptide / Tsg101 binding; Potency, µM (highest dose often 115 µM), without a hit: top-dose activity change, negative = inhibition, actives largely listed as inhibitors; 340,000 tested, under 10 active; active = well fitted inhibition curve with a large enough effect in the main read-out, with a control signal flat, not every such curve was filed as active; inconclusive = small, poorly fitted or top-dose-only effect, or effect the other way, or a change in a side signal; inactive = no such curve, though single readings can be large or run the other way; note: potency is the fitted concentration of half-maximal effect; % of control where 0% means no effect
Target sequence (Q99816 whole entry, looked up): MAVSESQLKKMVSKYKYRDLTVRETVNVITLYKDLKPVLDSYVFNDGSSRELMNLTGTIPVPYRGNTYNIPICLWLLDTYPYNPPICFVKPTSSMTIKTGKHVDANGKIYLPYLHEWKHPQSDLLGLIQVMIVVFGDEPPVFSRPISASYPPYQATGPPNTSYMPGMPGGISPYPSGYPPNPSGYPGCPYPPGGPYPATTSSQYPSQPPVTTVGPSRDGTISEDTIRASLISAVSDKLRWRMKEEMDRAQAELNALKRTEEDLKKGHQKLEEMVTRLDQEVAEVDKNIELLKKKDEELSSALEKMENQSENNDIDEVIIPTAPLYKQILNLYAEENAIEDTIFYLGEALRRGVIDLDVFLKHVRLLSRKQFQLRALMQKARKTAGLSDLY
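Tsg101 binding domain (10 uM final) was mixed with compound and a FITC-labeled PTAP peptide (50 nM final) in HEPES pH 7.5 buffer with NaCl, Tween 20, EDTA and TCEP; fluorescence polarization was read after 20 min at r.t.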
A-T KAP1 phos: candidate therapy for ataxia-telangiectasia; Potency, µM (series often up to 57.5 µM), inactives show at the highest dose activation, actives largely listed as activators; 320,000 tested, 0.19% active; […] A-T fibroblasts, KAP-1 phosphorylation AlphaLISA; neocarzinostatin DNA damage 30 min before lysis; note: potency is the fitted concentration of half-maximal effect; % of control where 0% means no effect; nearly all actives have a fitted effect of over 45% in size
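hTERT-immortalized A-T patient fibroblasts ([…]), 500 cells/well in OPTI-MEM, 1% FBS, got compounds for 60 min, then NCS for 30 min at 37C. Lysates were then assayed for phospho-KAP-1 by AlphaLISA (anti-pKAP1 donor, anti-KAP1 acceptor beads), 6 hr at 25C.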
TSHR antagonist: blocks TSH signaling through the human TSH receptor. P16473. TSHR-expressing cells, TSH-stimulated cAMP HTRF, 2 h; hits give low values. activity change, negative = inhibition, % at 11.5 µM. 330,000 tested, 0.2% active. AID 504810;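 active = activity change below a set negative limit, meaning inhibition stronger than a set level, cut at about -70% in these data; inconclusive = activity change between two set negative limits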; note: % is set by controls: 0 for no effect and ±100 for the full control effect
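Antagonism was scored as loss of TSH-driven cAMP in TSHR cells, stimulated with 4nM TSH (EC80) for 2 hours at 37 deg C and detected by homogeneous HTRF competition immunoassay.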
ASM inhibitor: blocks human secretory acid sphingomyelinase; P17405; placental ASM, HMU-PC fluorogenic substrate, 60 min; Potency, µM (doses to about 57.5 µM), for the others: top-dose activity change, negative = inhibition, hits mostly inhibitors; 340,000 tested, 0.006% active; note: potency is the fitted concentration of half-maximal effect
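Steps: dispense placental human ASM, pin compound, wait 10 min at room temperature, add HMU-PC0 substrate at 9 uM final, incubate 60 min at 37 °C, add stop solution raising pH to 10, read fluorescence.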
Chronic BCR inh: inhibitors of chronic active B-cell receptor signaling | ABC-DLBCL IkBa-CBG/CBR reporter, luminescence ratio, 4 h | Potency, µM (doses to about 46.1 µM), for the others: at the highest dose ratio change, negative = lower green/red ratio, usual class: inhibitors | 340,000 tested, 0.05% active | AID 493014; active = well fitted inhibition curve with a large enough effect in the signal ratio, with a control signal flat, not every such curve was filed as active; inconclusive = small, poorly fitted or top-dose-only effect, or effect the other way, or a change in a side signal; the % refers to the signal ratio;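 note: potency is the fitted concentration of half-maximal effect; plate controls were basal doxycycline-induced cells for no effect and cells given 10 µM MG132 for full effect; MG132 reads +100%, hits lower the ratio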
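Concentration-response series (up to 46 uM) were applied to TMD8 dual-reporter cells for 4 h at 37C with doxycycline. Green/red ratio, after filter-overlap correction, defined %Activity; red signal alone was normalised to basal cells and zero luminescence.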
TCR act: activators of T cell receptors; primary human leukocytes, anti-CD3, IL-2 HTRF, 48 h; Potency, µM (doses to about 9.22 µM), for the others: at the top dose activation of IL-2 secretion, most hits filed as activators; 330,000 tested, under 10 active; AID 504894; note: % of control where 0% means no effect
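1) Mix primary human leukocytes, a-CD3 beads and compound. 2) Incubate 48 hr. 3) Add HTRF IL-2 reagents (a-IL-2-K, a-IL-2-d2).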
Eya2 phos inh: inhibitors of human Eya2 phosphatase activity | O00167 | recombinant Eya2, OMFP fluorescence dephosphorylation (OMFP is methylfluorescein phosphate) | Potency, µM (doses to about 76.9 µM), without a hit: top-dose activity, negative = inhibition, actives largely listed as inhibitors | 330,000 tested, 0.006% active; note: potency is the fitted concentration of half-maximal effect; % is set by controls: 0 for no effect and ±100 for the full control effect
Target sequence (O00167 whole entry, looked up): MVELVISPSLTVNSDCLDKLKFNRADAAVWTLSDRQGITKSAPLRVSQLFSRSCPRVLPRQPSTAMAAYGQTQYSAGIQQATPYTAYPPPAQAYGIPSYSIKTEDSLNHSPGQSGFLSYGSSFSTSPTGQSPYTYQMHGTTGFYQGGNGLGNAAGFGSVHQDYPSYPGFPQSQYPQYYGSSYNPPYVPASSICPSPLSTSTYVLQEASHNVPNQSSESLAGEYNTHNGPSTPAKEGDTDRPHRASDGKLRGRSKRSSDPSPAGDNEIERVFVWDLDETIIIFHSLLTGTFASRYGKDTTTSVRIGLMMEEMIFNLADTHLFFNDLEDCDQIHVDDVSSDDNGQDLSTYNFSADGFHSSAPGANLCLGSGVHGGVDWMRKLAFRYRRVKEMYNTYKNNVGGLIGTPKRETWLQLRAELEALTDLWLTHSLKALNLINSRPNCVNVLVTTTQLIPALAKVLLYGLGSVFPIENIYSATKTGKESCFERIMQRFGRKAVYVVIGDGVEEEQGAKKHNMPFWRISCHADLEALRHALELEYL
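Eya2 protein (added as 0.2 uM solution) was preincubated with compound for 10 min at ambient temperature in 50 mM HEPES pH 7.5, 50 mM NaCl, 5 uM MgCl2, 0.05% BSA, 1 mM DTT. OMFP (added at 50 uM) then reacted 10 min; fluorescence read at 485/525 nm.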
a7 integrin act: integrin-mediated muscular dystrophy alleviation activation. alpha7betagal myoblasts, beta-gal FDG fluorescence, 48 h. Potency, µM (doses to about 38.3 µM), inactives show at the highest dose activation, actives largely listed as activators. 350,000 tested, 0.064% active. AID 624291;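 note: potency is the fitted concentration of half-maximal effect; 100% = response of the positive control SU9516; nearly all actives have a fitted effect of over 60% in size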
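Alpha7betagal+/- myoblasts (passage 13) were plated 16-24 hr, then exposed to compounds (1:260 dilution of DMSO stock) for 48 hours at 37C. After MPER lysis, β-galactosidase reporter activity was read as FDG fluorescence (ex 480/em 540) after 30 minutes.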
An asterisk follows results filed as active; ? = inconclusive; / = not tested or not shown; & = joins results of further samples; [ ] = another dose, or the depositor's remark. Unless noted, calls come from the whole dose curve; as a rule, active = well fitted curve in the direction sought with a large enough effect; inconclusive = small, poorly fitted or top-dose-only effect, or another doubt; inactive = no such curve, though single readings can be large; an effect the other way counts as inactive or inconclusive.

1) O=C(Nc1sc2c(c1C(=O)NCCO)CCCC2)c1ccco1
2) CC(C(=O)Nc1ccc(Cl)cc1)N1C(=O)NC2(CCCC2)C1=O (centres undefined)
3) COC(=O)c1ccc(CO/N=C/c2cccc([N+](=O)[O-])c2)cc1
4) CCc1ccc(OCC(=O)N/N=C/c2cc([N+](=O)[O-])ccc2N2CCOCC2)cc1
5) CC1CCCCC1NC(=O)c1cc(=O)[nH]c2ccccc12 (centres undefined)
6) Cc1cn2c(=O)c(C(=O)NCc3ccc4c(c3)OCO4)cnc2s1
entry no.	1	2	3	4	5	6
ELG1 repair inh	7%	-11%	?	-17%	2%	27%
Tb PFK inh	2%	2%	-12%	1%	0%	-2%
Mito fusion act	?	3%	-2%	?	-2%	0%
PTAP TSG101 blk	-5%	-7%	-1%	-4%	-4%	1%
A-T KAP1 phos	-1%	1%	31%	9%	-1%	-13%
TSHR antagonist	-8	-7	10	-20	6	0
ASM inhibitor	2%	-1%	-2%	?	9%	2%
Chronic BCR inh	5%	-1%	-1%	6%	-1%	-4%
TCR act	3%	-8%	5%	3%[46.1 µM]	0%	-7%
Eya2 phos inh	9%	-6%	14%	1%	14%	1%
a7 integrin act	11%	-27%	3%	17%	-12%	-5%

7) O=C(CNS(=O)(=O)c1ccc(Cl)c(C(F)(F)F)c1)NC1CCCCC1
8) Cc1ccc(NC(=O)N2CCC(O)(c3ccc(Cl)cc3)CC2)cc1
9) CC1=C(C(=O)OC(C)C)C(c2cccs2)NC(=O)N1 (centres undefined)
10) O=C(Cn1nnc2ccccc2c1=O)Nc1ccc2c(c1)CCC2
11) COc1ccc(N2CCN(C(=O)c3ccc(N4C(=O)NC5CC4(C)Oc4ccccc45)cc3)CC2)cc1 (centres undefined)
12) OC1(c2ccc(Cl)c(Cl)c2)C[n+]2ccccc2N1Cc1ccccc1 (centres undefined)
entry no.	7	8	9	10	11	12
ELG1 repair inh	13%	-6%	17%	12%	?	?
Tb PFK inh	0%	-7%	-3%	-2%	-2%	1%
Mito fusion act	-3%	4%	4%	1%	1%	-3%
PTAP TSG101 blk	4%	-6%	1%	-7%	-3%	-1%
A-T KAP1 phos	-1%	9%	1%	1%	2%	-8%
TSHR antagonist	-12	-8	2	1	-5	3
ASM inhibitor	0%	-2%	3%	7%	-1%	-1%
Chronic BCR inh	0%	-2%	1%	-1%	4%	?
TCR act	0%	/	0%	-6%	2%	1%
Eya2 phos inh	-1%	3%	-7%	1%	7%	-14%
a7 integrin act	-5%	5%	6%	-49%[inhibitor]	9%	-64%[inhibitor]

13) O=C(NNS(=O)(=O)c1ccc(F)cc1)c1ccc2c(c1)OCO2
14) Cc1nn(-c2ccccc2)c(C)c1C1C(C#N)=C(N)Oc2n[nH]c(C)c21 (centres undefined)
15) COc1ccc(-c2c(C)nn3c(N4CCC(C(=O)N5CCCCC5)CC4)cc(C)nc23)cc1OC
16) CCOC(=O)C1(CCc2ccccc2)CCN(C(=O)C(C)n2cncn2)CC1 (centres undefined)
17) COc1ccc(CNC(=O)Cn2nc(Cc3cccnc3)c3ccccc3c2=O)cc1
18) CCCN(C(=O)c1nc2nccc(C)n2n1)c1c(N)n(Cc2ccccc2)c(=O)[nH]c1=O
entry no.	13	14	15	16	17	18
ELG1 repair inh	-3%	-2%	?	-4%	-2%	8%
Tb PFK inh	1%	-4%	11%	5%	-3%	-2%
Mito fusion act	0%	0%	-3%	-15%	0%	-3%
PTAP TSG101 blk	1%	-6%	-4%	-3%	-2%	1%
A-T KAP1 phos	-2%	-3%	-5%	-1%[11.5 µM]	13%	-8%
TSHR antagonist	7	4	-13	-3	?	17
ASM inhibitor	-1%	-1%	-8%	-1%	3%	3%
Chronic BCR inh	?	?	-7%	-7%	-3%	0%
TCR act	0%	-5%[46.1 µM]	7%	-6%	1%	0%
Eya2 phos inh	3%	-8%	-11%	3%	1%	4%
a7 integrin act	0%	-31%	17%	0%	-3%	15%

Full records, quoted from the list.
`Cc1nn(-c2ccccc2)c(C)c1C1C(C#N)=C(N)Oc2n[nH]c(C)c21` (centres undefined) is listed with ELG1 repair inh: -2%; Tb PFK inh: -4%; Mito fusion act: 0%; PTAP TSG101 blk: -6%; A-T KAP1 phos: -3%; TSHR antagonist: 4; ASM inhibitor: -1%; Chronic BCR inh: ?; TCR act: -5%[46.1 µM]; Eya2 phos inh: -8%; a7 integrin act: -31%
`COc1ccc(-c2c(C)nn3c(N4CCC(C(=O)N5CCCCC5)CC4)cc(C)nc23)cc1OC` is listed with ELG1 repair inh: ?; Tb PFK inh: 11%; Mito fusion act: -3%; PTAP TSG101 blk: -4%; A-T KAP1 phos: -5%; TSHR antagonist: -13; ASM inhibitor: -8%; Chronic BCR inh: -7%; TCR act: 7%; Eya2 phos inh: -11%; a7 integrin act: 17%

Carrying on.
19) CS(=O)(=O)N(CCC#N)Cc1ccc(C=O)o1
20) Cc1cc(C)c(C(=O)COC(=O)c2cccnc2Cl)c(C)c1
21) COc1cccc(-c2nc(NCCN3CCOCC3)c3ccccc3n2)c1O
22) Cc1nc(N2CCNCC2)c2c3c(sc2n1)CCCC3
23) CC(=O)NC1=NC(=O)CS1
24) Cc1ccc(OCCCC(=O)N2CCOCC2)c(C)c1
entry no.	19	20	21	22	23	24
ELG1 repair inh	1%	?	?	-11%	?	?
Tb PFK inh	1%	-1%	1%	0%	1%	-11%
Mito fusion act	-7%	-2%	9%	-8%	1%	5%
PTAP TSG101 blk	-5%	-2%	-2%	-3%	-4%	1%
A-T KAP1 phos	0%[11.5 µM]	4%	-1%	1%	-6%	4%
TSHR antagonist	-13	-3	-9	10	-3	/
ASM inhibitor	-4%	0%	0%	2%	-1%	3%
Chronic BCR inh	1%	0%	10%	-8%	-5%	?
TCR act	1%	0%	-4%	/	8%	1%
Eya2 phos inh	-9%	-21%	13%	2%	17%	-9%
a7 integrin act	15%	0%	24%	-2%	-9%	-4%

25) COc1ccc(CCNC(=S)c2ccccc2)cc1OC
26) Cc1nnc(NC(=O)CC(C)c2ccccc2)s1 (centres undefined)
27) Cn1cnc([N+](=O)[O-])c1Sc1ncnc2nc[nH]c12
28) CN1C(=O)[C@H]2[C@@H](/C=C/c3ccccc3)N3C(=O)CN(Cc4ccc(-c5ccccc5)cc4)C(=O)[C@@]3(Cc3ccccc3)[C@H]2C1=O
29) Cc1ccc(C)c(Cc2c(C)nc3c(C(=O)N4CCOCC4)cnn3c2C)c1
30) Cc1ccc(NC(=S)NN(C)c2nc(C)cnc2C)cc1
31) COc1ccc(C2/C=C\CN(C(=O)C3CC3)CC(=O)N2Cc2ccc(F)cc2)cc1 (centres undefined)
32) CCOc1cccc2c1OC1(C)CC2NC(=O)N1c1cccc(F)c1 (centres undefined)
entry no.	25	26	27	28	29	30	31	32
ELG1 repair inh	?	2%	0.21µM*	11%	18%	0%	13%	0%
Tb PFK inh	-11%	0%	-17%	0%	1%	3%	5%	0%
Mito fusion act	-7%	1%	-17%&-2%	3%	6%	-7%	3%	-3%
PTAP TSG101 blk	1%	0%	-5%	/	0%	1%	0%	0%
A-T KAP1 phos	-1%	4%	-2%	-4%	4%	17%	-16%	1%
TSHR antagonist	-13	8	-8&4	-4	13	-3	-3	5
ASM inhibitor	-1%	3%	-2%	-11%	-1%	6%	-3%	-2%
Chronic BCR inh	?	0%	?	4%	1%	0%	1%	-2%
TCR act	-4%	-1%	-3%	-8%	-9%	0%[46.1 µM]	0%	3%
Eya2 phos inh	?	2%	1%&6%	11%	-19%	1%	-6%	5%
a7 integrin act	-14%	-46%[inhibitor]	10%	-4%	11%	-18%	2%	20%

Screening results deposited in PubChem by National Center for Advancing Translational Sciences (NCATS).
